Source: PubChem
Mac1 fbg enh – increases human CD11b/CD18 adhesion to fibrinogen; 0.07% of 93,000 active; AID 1499; K562 CD11b/CD18 adhesion to fibrinogen, ATPlite luminescence; activation, % at 10 µM; P05107+P11215;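 active = 10 µM primary screen giving 50% or more activity, confirmed by 40% or more on retest at that dose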; note: strong numbers were not always called active; reference of the scale not given here
ERa coact pot – ER-alpha (human) coactivator binding potentiation; P03372; TR-FRET ERalpha-LBD/SRC-Cy5 coactivator binding, 2 h; 100 = basal binding, no effect; coactivator binding (% of control), % at 25.6 µM; 1.3% of 86,000 active; AID 639; in the data active = activity above about 200%;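 note: binding measured in presence of low estradiol as agonist stimulus; 0% = peptide alone without receptor and 100% = receptor with peptide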
Smad3 inh – blocks human Smad3 binding to FoxH1 peptide; 0.29% of 88,000 active; P84022; TR-FRET Smad3/Dy647-FoxH1 peptide binding, europium anti-His; inhibition, % at 25 µM;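 active = compounds that reduce the energy-transfer binding signal between the protein and its labelled peptide by more than half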;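 note: 0% = Smad3 plus labelled peptide maximal FRET and 100% = peptide-only background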
Target sequence (P84022 whole entry, looked up): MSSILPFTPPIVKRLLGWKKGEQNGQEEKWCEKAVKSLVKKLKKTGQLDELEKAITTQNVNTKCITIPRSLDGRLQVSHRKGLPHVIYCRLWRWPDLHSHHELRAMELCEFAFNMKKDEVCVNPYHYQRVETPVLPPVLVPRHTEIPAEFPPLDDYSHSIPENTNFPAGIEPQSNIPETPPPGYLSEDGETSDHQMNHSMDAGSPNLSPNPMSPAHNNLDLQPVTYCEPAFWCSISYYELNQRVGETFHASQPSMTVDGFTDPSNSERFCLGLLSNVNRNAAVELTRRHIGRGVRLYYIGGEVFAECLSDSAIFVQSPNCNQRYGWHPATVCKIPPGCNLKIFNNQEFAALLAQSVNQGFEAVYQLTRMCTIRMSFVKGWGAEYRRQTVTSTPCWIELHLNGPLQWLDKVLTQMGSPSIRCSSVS
sEH act – activators of human soluble epoxide hydrolase | activation, % at 2 µM | AID 717 | 0.04% of 91,000 active | purified human sEH enzymatic activity, activator screen; in the data active = activation above about 37%; note: values of inactives mirror those of a sister screen read the other way
ERb SRC1 inh – blocks coactivator binding to human estrogen receptor beta | Q92731 | TR-FRET ER-beta LBD / SRC1-Cy5 peptide binding; receptor agonist-loaded with 1 µM estradiol | inhibition, % at 25.6 µM | 1.3% of 86,000 active | AID 633;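 active = compounds whose percent inhibition of the receptor-coactivator binding signal exceeds about 50% in the single-dose screen, limit read from the data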;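 note: 0% = receptor plus peptide wells without compound and 100% = peptide-only wells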
Target sequence (Q92731 whole entry, looked up, the tested form may be a part): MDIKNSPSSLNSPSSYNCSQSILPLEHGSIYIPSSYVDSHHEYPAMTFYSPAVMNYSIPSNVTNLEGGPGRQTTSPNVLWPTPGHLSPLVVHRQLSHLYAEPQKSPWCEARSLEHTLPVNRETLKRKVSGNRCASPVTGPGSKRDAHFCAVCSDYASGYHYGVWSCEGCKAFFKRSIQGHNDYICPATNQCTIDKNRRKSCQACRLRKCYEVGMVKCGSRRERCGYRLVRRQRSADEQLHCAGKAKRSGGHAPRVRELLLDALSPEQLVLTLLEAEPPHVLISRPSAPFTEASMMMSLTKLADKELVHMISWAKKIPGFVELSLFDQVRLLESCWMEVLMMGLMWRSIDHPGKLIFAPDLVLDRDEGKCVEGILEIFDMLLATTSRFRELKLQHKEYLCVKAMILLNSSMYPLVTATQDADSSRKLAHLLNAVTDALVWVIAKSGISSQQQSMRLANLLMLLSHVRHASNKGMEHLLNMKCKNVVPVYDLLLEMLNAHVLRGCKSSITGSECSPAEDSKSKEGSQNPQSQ
Candida biofilm – kills Candida albicans biofilms | C. albicans biofilm + clotrimazole, Alamar Blue | AID 834 | inhibition, % at 6 µM | 0.14% of 85,000 active;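 active = inhibition above 20%; inactive = inhibition below 20%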;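 note: preformed 24 hr biofilms exposed to compound for 48 hr; 0% = biofilm without compound and 100% = blank killed by clotrimazole plus chlorhexidine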
Mac1 fbg inh – CD11b/CD18-fibrinogen binding inhibition; 0.54% of 93,000 active; AID 1497; inhibition, % at 10 µM; P05107+P11215; K562 CD11b/CD18 adhesion to fibrinogen, ATPlite luminescence; Mn2+ added to activate the integrin;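 active = primary inhibition of 50% or more at 10 µM, then 40% or more on retest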; note: some results filed as inactive read as strong as hits
MT1-MMP txn act – MT1-MMP promoter transcription activation | HT1080 MT1-MMP promoter luciferase reporter, luminescence, overnight; stronger effect = higher value | activation factor at 10 µM | 0.16% of 86,000 active;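 active = activation factor of at least 2 for MT1-MMP transcription at 10 µM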
sEH inhibitor – inhibitors of human soluble epoxide hydrolase | recombinant human sEH enzymatic activity assay | inhibition, % at 2 µM | 0.34% of 91,000 active | P34913 | AID 707; in the data active = inhibition above about 80%; note: values of inactives mirror those of a sister screen read the other way; many of its hits are not listed in these tables
* marks the source's active call; other numbers are inactive results; nt = no result given; [ ] = another dose, or the depositor's remark. This is a subset (hit frequency here may not be typical).

Value order: Mac1 fbg enh	ERa coact pot	Smad3 inh	sEH act	ERb SRC1 inh	Candida biofilm	Mac1 fbg inh	MT1-MMP txn act	sEH inhibitor
#1 CC1=CC=CC2=NC(=O)CC(C)(C(=O)N(CC(=O)NC3CCCC3)c3ccccc3C)N12 (stereo unspecified)
 : 0.9	89.2[fluorescence artefact?]	4.1	21.0	2.4	2.4	-9.4	0.9	-18.6
#2 CCC(C)C1C(C#N)=C(N)OC2=C1C(=O)CC(C)(C)C2 (stereo unspecified)
 : nt	106.7	-10.0	6.1	-3.3	0.2	nt	1.1	-7.5
#3 CSc1nnc2c3c4c(sc3nc(-n3nc(C)cc3C)n12)COC(C)(C)C4
 : -0.8	131.7	-7.8	5.1	1.0[fluorescence artefact?]	-0.8	-1.2	0.9	-7.6
#4 COc1ccc2nc(SCc3cccnc3)c(C#N)cc2c1
 : 23.0	202.0*[fluorescence artefact?]	-0.6[fluorescence artefact?]	-3.1	0.6[fluorescence artefact?]	10.4	2.4	1.4	2.5
#5 Cc1ccc(C)c(NC(=O)CSc2nnc([C@@H](N)Cc3ccccc3)o2)c1
 : -2.3	93.5	-12.3	7.3	-0.3	-2.2	-6.5	1.2	-5.9
#6 Cn1c(C(=O)N2CCN(c3ccccn3)CC2)cc2c(=O)n(C)c3ccccc3c21
 : nt	127.4	-3.1	nt	-12.1	2.1	nt	1	nt
#7 CCC1Oc2ccc(C)cc2N(CC(=O)NCCC2=CCCCC2)C1=O (stereo unspecified)
 : 2.4	101.0	3.8	nt	-34.5	2.9	-3.4	1	nt
#8 S=c1[nH]nc(CSc2nc3ccccc3s2)n1Cc1ccccc1
 : -5.8	77.1	12.8[fluorescence artefact?]	-1.8	-2.7	7.2	-28.0	1.1	0.6
#9 Cn1c(CSc2ncccn2)nnc1SCC(=O)N1CCCCC1
 : -2.6	99.5	-3.6	nt	-2.0[fluorescence artefact?]	0.2	-6.7	1	nt
#10 O=C(N/N=C\c1ccc(F)cc1)c1csnn1
 : 1.6	nt	nt	-30.1	nt	nt	-5.6	nt	30.8
#11 CCOC(=O)N=S(=O)(Oc1ccc([N+](=O)[O-])cc1)c1ccccc1 (stereo unspecified)
 : 0.5	102.3	-8.2	-0.5	-2.3	-1.3	-6.0	1.1	4.0
#12 CCc1ccc(OCCNC(=O)c2ccccc2SCc2ccc(F)cc2)cc1
 : -4.1	nt	nt	-7.4	nt	nt	-11.8	nt	7.6
#13 O=C(Oc1c(Cl)cc(Cl)c2cccnc12)N1CCOCC1
 : 5.4	116.0	10.2[fluorescence artefact?]	5.9	-8.1[fluorescence artefact?]	5.2	-3.3	1	-8.0
#14 Nc1nc(NC(=O)Cc2ccccc2)nn1-c1ccccc1
 : 0.5	113.3	-2.6	nt	-6.8	-2.1	1.5	1.1	nt
#15 O=C(c1ccco1)N1CCN(C(=O)C2CCN(S(=O)(=O)c3cnc[nH]3)CC2)CC1
 : 4.0	98.1	-14.8[fluorescence artefact?]	nt	4.7	7.8	10.5	1.3	nt

Exported in transposed form: seven of the compounds above.
(9) Cn1c(CSc2ncccn2)nnc1SCC(=O)N1CCCCC1
(10) O=C(N/N=C\c1ccc(F)cc1)c1csnn1
(11) CCOC(=O)N=S(=O)(Oc1ccc([N+](=O)[O-])cc1)c1ccccc1 (stereo unspecified)
(12) CCc1ccc(OCCNC(=O)c2ccccc2SCc2ccc(F)cc2)cc1
(13) O=C(Oc1c(Cl)cc(Cl)c2cccnc12)N1CCOCC1
(14) Nc1nc(NC(=O)Cc2ccccc2)nn1-c1ccccc1
(15) O=C(c1ccco1)N1CCN(C(=O)C2CCN(S(=O)(=O)c3cnc[nH]3)CC2)CC1

compound no. | 9 | 10 | 11 | 12 | 13 | 14 | 15
Mac1 fbg enh | -2.6 | 1.6 | 0.5 | -4.1 | 5.4 | 0.5 | 4.0
ERa coact pot | 99.5 | nt | 102.3 | nt | 116.0 | 113.3 | 98.1
Smad3 inh | -3.6 | nt | -8.2 | nt | 10.2[fluorescence artefact?] | -2.6 | -14.8[fluorescence artefact?]
sEH act | nt | -30.1 | -0.5 | -7.4 | 5.9 | nt | nt
ERb SRC1 inh | -2.0[fluorescence artefact?] | nt | -2.3 | nt | -8.1[fluorescence artefact?] | -6.8 | 4.7
Candida biofilm | 0.2 | nt | -1.3 | nt | 5.2 | -2.1 | 7.8
Mac1 fbg inh | -6.7 | -5.6 | -6.0 | -11.8 | -3.3 | 1.5 | 10.5
MT1-MMP txn act | 1 | nt | 1.1 | nt | 1 | 1.1 | 1.3
sEH inhibitor | nt | 30.8 | 4.0 | 7.6 | -8.0 | nt | nt

Next section.
Value order: Mac1 fbg enh	ERa coact pot	Smad3 inh	sEH act	ERb SRC1 inh	Candida biofilm	Mac1 fbg inh	MT1-MMP txn act	sEH inhibitor
#16 CCCNC(=O)COc1ncnc2sc(C)c(C)c12
 : -3.1	nt	nt	-6.8	nt	nt	-1.8	nt	4.8
#17 COc1ccc(-c2nc(C#N)c(N3CC(C)OC(C)C3)o2)cc1OC (stereo unspecified)
 : nt	104.3	5.8	2.3	-4.3	13.4	nt	1.1	-4.2
#18 COCCNC(=O)CN1CCC(NC(=O)C(C)(C)C)CC1
 : -1.4	nt	nt	-25.2	nt	nt	9.0	nt	25.7
#19 O=C(c1ccco1)N1CCN(C(=O)c2cnn3cccnc23)CC1
 : 0.7	109.0	14.6	4.2	-38.7	6.3	-17.4	nt	-1.6
#20 Cc1nnc(N/N=C/c2cc([N+](=O)[O-])c(N3CCC(C)CC3)cc2N2CCC(C)CC2)n1N
 : 0.7	nt	nt	27.8	nt	nt	24.8	nt	-28.9
#21 CSc1ccc(S(=O)(=O)Nc2ccc(N3CCOCC3)c(Cl)c2)cc1
 : -1.3	86.8[fluorescence artefact?]	9.6	11.2	-4.0[fluorescence artefact?]	-1.7	-0.5	1	-7.3
#22 COc1ccc(CNC(=O)C2CSCCS2)cc1 (stereo unspecified)
 : -3.5	117.7	2.4	-5.3	3.9	6.3	-1.3	1.5	4.1
#23 CCN(CC)S(=O)(=O)c1ccc(NC(=O)CN(c2cccc(F)c2)S(C)(=O)=O)cc1
 : 4.4	99.6	-6.2	-17.8	-10.0	6.2	-6.5	1.1	17.2
#24 Cc1ccc(CCNC(=O)C2CCC(=O)N2C2CCCC2)cc1 (stereo unspecified)
 : 1.5	115.6	-10.7	-0.1	9.5	10.0	2.0	1.2	1.5
#25 CC(NC(N)=O)C(=O)OCc1ccc(Cl)cc1Cl (stereo unspecified)
 : -3.2	95.0	-2.8	-0.7	-4.4	5.8	-3.8	1.2	-0.2
#26 CC1=C(C(=O)OC(C)C)C(c2coc3ccccc3c2=O)C2=C(CCCC2=O)N1 (stereo unspecified)
 : -0.2	102.8	5.2	-17.4	-11.0	5.2	-7.2	1.2	16.3
#27 COC(=O)C1CCN(C(=O)COC(=O)c2n[nH]c3ccccc23)CC1
 : nt	115.9	-4.5	5.8	-10.5	-5.5	nt	1.2	-4.6
#28 CC[n+]1cc(-c2ccccc2)nc(N2CCOCC2)n1
 : -3.2	100.0[fluorescence artefact?]	8.6	1.1	5.4	4.9	-9.8	1.2	-1.5
#29 O=C1C2C3C=CC(C3)C2C(=O)N1c1nccs1 (stereo unspecified)
 : -1.3	107.2	13.5	-1.6	-4.5[fluorescence artefact?]	3.6	-38.3	1.1	4.5
#30 COc1cccc(C(=O)N/N=C/c2ccc(OC3CSC3)cc2)c1
 : 0.2	nt	nt	14.3	nt	nt	-7.4	nt	-13.0

(cont.)
Value order: Mac1 fbg enh	ERa coact pot	Smad3 inh	sEH act	ERb SRC1 inh	Candida biofilm	Mac1 fbg inh	MT1-MMP txn act	sEH inhibitor
#31 COc1ccccc1N1CCN(C(=O)c2ccc(CN3CCc4ccccc4C3)cc2)CC1
 : -1.3	nt	nt	-8.1	nt	nt	15.7	nt	10.8
#32 Clc1cccc(Cl)c1/C=C/c1nc2ccccc2[nH]1
 : -4.4	nt	nt	-27.2	nt	nt	74.9	nt	29.2
#33 CCOc1cc(CNc2ccc3[nH]c(=O)[nH]c3c2)ccc1OCC(=O)NC(C)(C)C
 : -3.1	93.2[fluorescence artefact?]	1.9	1.4	-17.3	5.4	-13.5	1	3.8
#34 O=C(NCc1ccccc1)c1ccc2c(c1)C(=O)N(CC1CCCO1)C2=O (stereo unspecified)
 : 1.8	98.3	-1.7	-13.9	-9.4	6.5	-3.6	1.1	16.8
#35 O=C(COC(=O)c1ccc2c(c1)OCCO2)NCCC1=CCCCC1
 : -1.4	125.5	-7.3	-8.7	-0.6	6.9	-4.7	1.2	8.6
#36 CCN(CC)CC(=O)Nc1ccc2c(c1)Nc1ccccc1CC2
 : -8.7	96.5	8.0	nt	-0.8[fluorescence artefact?]	6.5	17.3	1.7	nt
#37 Cc1nnc(N2CCOCC2)c2ccccc12
 : -5.8	116.5	-3.5	-4.9	0.3[fluorescence artefact?]	3.5	-5.5	1.1	4.6
#38 Cc1cc(C)c2c(N)c3ccccc3nc2n1
 : 19.7	nt	nt	2.1	nt	nt	-6.3	nt	0.2
#39 CN(C)c1ccc(Nc2nc(-c3cccnc3)cs2)cc1
 : -1.6	107.8[fluorescence artefact?]	7.0	nt	-3.3	7.1	7.0	2*	nt
#40 CCOC(=O)c1ccn(-c2nc(-c3ccco3)cc(C(F)(F)F)n2)n1
 : 2.9	96.3	10.6	nt	3.5	4.8	-2.8	1	nt
#41 Cc1ccc(C(=O)C2=C(O)C(=O)N(Cc3ccccc3)C2c2cccnc2)o1 (stereo unspecified)
 : 4.3	99.0	17.7[fluorescence artefact?]	7.7	-14.3	4.3	-12.4	1.1	-8.4
#42 CC(O)c1nc2ccc(Cc3ccc4nc(C(C)O)[nH]c4c3)cc2[nH]1 (stereo unspecified)
 : 0.8	148.0	1.7	-5.1	-2.1[fluorescence artefact?]	-4.0	3.2	1.3	3.0
#43 O=[n+]1c2c(n([O-])c3cc(Br)ccc31)CCC2
 : 1.0	93.2[fluorescence artefact?]	1.1	4.9	39.9	10.5	1.7	1	-5.3
#44 CC1Cc2ccccc2N1C(=O)CSc1nnc(-c2ccc(S(=O)(=O)N3CCCC3)cc2)o1 (stereo unspecified)
 : 3.4	373.7*	2.0	4.0	13.2[fluorescence artefact?]	6.8	-4.0	1.1	-2.8
#45 Cc1ccc(N2CC(C(=O)Nc3nccs3)CC2=O)cc1Cl (stereo unspecified)
 : -3.6	104.7	-5.1	11.9	-2.7	-3.6	2.0	1	-11.6

Carrying on.
Value order: Mac1 fbg enh	ERa coact pot	Smad3 inh	sEH act	ERb SRC1 inh	Candida biofilm	Mac1 fbg inh	MT1-MMP txn act	sEH inhibitor
#46 Cc1ccc(/C(O)=C2\C(=O)C(=O)N(CCCN(C)C)C2c2ccccn2)cc1 (stereo unspecified)
 : nt	127.7	1.0	-7.3	-4.3	5.4	nt	1.1	5.9
#47 CC(C)(C)C(=O)OCC1OC(n2cnc(C(N)=O)n2)C(O)C1O (stereo unspecified)
 : 0.7	100.8[fluorescence artefact?]	-10.7	3.7	-6.2[fluorescence artefact?]	5.5	-27.4	1.1	-9.5
#48 CCCCC(=O)Nc1cc(N(C)C)nc2ccccc12
 : -1.0	101.7	4.1	26.9	5.6[fluorescence artefact?]	-1.5	-2.1	1.1	-30.6
#49 CN1C(=O)C2CN(CCc3ccccc3)CNC2N(C)C1=O (stereo unspecified)
 : -2.3	99.0[fluorescence artefact?]	6.0[fluorescence artefact?]	nt	-1.6	9.1	-2.5	1.1	nt
